High-throughput results deposited in PubChem BioAssay by several laboratories.
Ba/F3 V617F tox: reduced viability of JAK2V617F-dependent Ba/F3 cells, primary screen, JAK2V617F inhibitor project, cell-based, Ba/F3 EpoR-JAK2V617F, luminescence. ATP luminescence. inhibition, % at 5.6 µM. hit rate 1.1% among 220,000. AID 1446, 2008;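 active means inhibition above the campaign mean plus 3 SD over all tested compounds, cut at about 24% in these data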;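 further: cytokine-independent growth of Ba/F3 cells driven by EpoR plus mutant JAK2; 0% = DMSO-treated cells and 100% = JAK inhibitor I control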
S1P4 antag: S1P4 receptor antagonists, primary screen, cell-based; Sphingosine 1-phosphate receptor 4 (Homo sapiens), O95977; S1P4-expressing cells, antagonist mode, reporter read-out; inhibition, % at 4.98 µM; hit rate 0.26% among 220,000; AID 1510, 2009; in the data active means inhibition above about 29%;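 further: 0% = wells stimulated with agonist and 100% = vehicle wells without agonist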
Target sequence (O95977 whole entry, looked up): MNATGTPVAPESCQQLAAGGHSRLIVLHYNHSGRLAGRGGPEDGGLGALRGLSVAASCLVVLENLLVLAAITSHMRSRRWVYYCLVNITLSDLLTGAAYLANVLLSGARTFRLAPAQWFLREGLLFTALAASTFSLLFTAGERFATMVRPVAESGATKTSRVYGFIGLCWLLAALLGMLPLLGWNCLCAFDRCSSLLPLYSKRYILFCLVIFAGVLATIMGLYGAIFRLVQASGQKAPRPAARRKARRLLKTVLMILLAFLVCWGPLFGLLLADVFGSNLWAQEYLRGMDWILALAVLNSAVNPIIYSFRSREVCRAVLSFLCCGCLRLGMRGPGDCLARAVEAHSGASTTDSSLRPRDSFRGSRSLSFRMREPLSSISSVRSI
RBBP9 inh: human RBBP9 inhibitors, primary screen, biochemical, fluorescence polarization, FP-Rh probe, HTS. hit rate 0.2% among 220,000. recombinant RBBP9. AID 1515, 2009. inhibition, % at 7.94 µM;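 active means inhibition above the campaign mean of all tested compounds plus 3 SD, cut at about 14% in these data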;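 further: plate controls were DMSO wells with RBBP9 for no effect and wells lacking RBBP9 protein for full effect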
Target sequence (O75884 whole entry, looked up): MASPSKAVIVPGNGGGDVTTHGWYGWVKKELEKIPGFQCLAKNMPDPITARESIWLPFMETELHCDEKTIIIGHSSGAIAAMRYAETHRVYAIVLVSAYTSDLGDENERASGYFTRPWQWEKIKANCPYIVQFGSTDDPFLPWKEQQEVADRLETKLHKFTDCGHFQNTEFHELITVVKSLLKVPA
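Material: RBBP9 protein. Amount: RBBP9 at 2.5 µM in dispensed solution, before mixing. Schedule: 30 min then 45 min, 25 °C. Medium: Tris buffer pH 8.0, NaCl, Pluronic. Measured by: fluorescence polarization. Measure: percent inhibition from mP, scaled between DMSO and no-protein wells. Replication: one well per compound.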
S1P4 ag: S1P4 receptor agonists, primary screen, cell-based. activation, % at 4.98 µM. Sphingosine 1-phosphate receptor 4 (Homo sapiens), O95977. S1P4-expressing cell line, agonist reporter assay. hit rate 0.35% among 220,000; in the data active means activation above about 11%;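 further: 0% = DMSO vehicle and 100% = reference agonist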
NPY-Y1 PAM-ag: NPY-Y1 receptor potentiators or agonists, primary screen, cell-based. Neuropeptide Y receptor type 1 (Homo sapiens), P25929. hit rate 0.37% among 220,000. activation, % at 3.6 µM. NPY-Y1 expressing cells, potentiator/agonist activation; in the data active means activation above about 33%, passing the limit was not always enough;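 further: cells stimulated with NPY at EC10 then isoproterenol at EC100; 0% = low agonist plus stimulus and 100% = saturating agonist plus stimulus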
Runt-CBFb FRET: inhibitors of RUNX1 Runt–CBFb binding, primary screen, biochemical, FRET, Cerulean-Runt, Venus-CBFb, uHTS | Cerulean-Runt/Venus-CBFb FRET ratio 530/480, 1 h | inhibition, % at 20 µM | Runt-related transcription factor 1 (Homo sapiens) + Core-binding factor subunit beta … | hit rate 0.46% among 220,000;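 active means inhibition over about 50% at 20 µM in the single-dose screen, limit read from the data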;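 further: 0% = DMSO wells and 100% = excess unlabeled CBFb competitor control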
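Measured by: fluorescence energy transfer, 422 nm excitation, 530/480 nm emission; test system: Cerulean-tagged RUNX1 Runt domain (FRET donor) fusion protein; buffer or medium: Tris pH 7.5 buffer with BSA; compound: one dose, 20 µM compound, 1% DMSO; times: two 1 h room-temperature incubations shielded from light; benchmarks: unlabeled CBFb 5 µM, positive control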
NPY2 pot ag: NPY-Y2 potentiators or agonists, primary screen, cell-based; hit rate 0.45% among 220,000; activation, % at 3.6 µM; cells expressing NPY-Y2, potentiator/agonist read-out; Neuropeptide Y receptor type 2 (Homo sapiens), P49146; in the data active means activation above about 27%;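 further: cells stimulated with NPY near EC25 plus isoproterenol at EC100; 0% = vehicle plus submaximal agonist and 100% = vehicle plus saturating agonist; some results beyond the cut were filed as inactive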
Target sequence (P49146 whole entry, looked up): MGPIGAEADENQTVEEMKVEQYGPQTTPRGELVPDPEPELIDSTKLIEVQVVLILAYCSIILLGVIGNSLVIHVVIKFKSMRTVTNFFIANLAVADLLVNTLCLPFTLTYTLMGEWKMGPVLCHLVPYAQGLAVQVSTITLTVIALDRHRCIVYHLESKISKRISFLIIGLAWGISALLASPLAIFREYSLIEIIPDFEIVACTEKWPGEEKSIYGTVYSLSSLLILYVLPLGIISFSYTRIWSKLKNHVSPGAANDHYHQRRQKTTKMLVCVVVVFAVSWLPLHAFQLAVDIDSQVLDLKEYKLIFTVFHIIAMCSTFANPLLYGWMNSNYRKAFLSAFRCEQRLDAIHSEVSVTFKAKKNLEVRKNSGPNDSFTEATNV
BaF3 parental: parental Ba/F3 cell viability inhibition, counter-screen for JAK2V617F inhibitor project, murine pro-B, CellTiter-Glo luminescence; inhibition, % at 5.6 µM; AID 1486, 2009; hit rate 1.1% among 220,000; CellTiter-Glo ATP luminescence;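 active means inhibition above a per-campaign cutoff, the mean inhibition of all tested compounds plus 3 SD, cut at about 27% in these data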;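 further: 0% = DMSO wells and 100% = JAK Inhibitor I control wells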
NPY-Y1 antag: NPY-Y1 receptor antagonists, primary screen, cell-based; Neuropeptide Y receptor type 1 (Homo sapiens), P25929; HEK293-CNG Y1 cells, membrane potential fluorescence; NPY at EC95, then isoproterenol; inhibition, % at 3.6 µM; hit rate 1% among 200,000; AID 1040, 2008;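 active means inhibition above the campaign mean inhibition of all tested compounds plus 3 SD, cut at about 20% in these data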;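 further: 0% = DMSO wells given NPY plus isoproterenol and 100% = isoproterenol alone without NPY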
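Material: HEK293 cells co-expressing NPY Y1 receptor and cyclic-nucleotide gated channel. Timing: compound incubation 1 h at room temperature, readout 45 min post-stimulation. Signal: fluorescence, membrane potential probe.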
* marks the source's active call; other numbers are inactive results; / = no result given.

Sample of the layout:
SMILES	Ba/F3 V617F tox	S1P4 antag	RBBP9 inh	S1P4 ag	NPY-Y1 PAM-ag	Runt-CBFb FRET	NPY2 pot ag	BaF3 parental	NPY-Y1 antag
O=C(CN(Cc1ccccc1F)S(=O)(=O)c1ccc(Cl)cc1)NCCCO	2	6	-10	3.3	8	0	5	7	3
CC1Cc2ccccc2N1C(=O)Cn1cnc2ccccc2c1=O (configuration not stated)	-2	-9	0	0.3	19	-1	-1	4	-4

All compounds of this part, previewed entries included:
SMILES	Ba/F3 V617F tox	S1P4 antag	RBBP9 inh	S1P4 ag	NPY-Y1 PAM-ag	Runt-CBFb FRET	NPY2 pot ag	BaF3 parental	NPY-Y1 antag
O=C(CN(Cc1ccccc1F)S(=O)(=O)c1ccc(Cl)cc1)NCCCO	2	6	-10	3.3	8	0	5	7	3
CC1Cc2ccccc2N1C(=O)Cn1cnc2ccccc2c1=O (configuration not stated)	-2	-9	0	0.3	19	-1	-1	4	-4
O=c1onc(-c2ccc(Cl)cc2)n1Cc1ccc(F)cc1	-2	9	-4	-2.2	-3	0	8	4	9
O=C(CSc1nc2ccccc2n1Cc1ccccc1)N/N=C/c1ccco1	2	3	-8	0.0	3	1	6	2	2
COc1ccccc1N1CCN(CCCCOc2ccc(F)cc2)CC1	-2	-15	-2	1.0	-22	2	-14	0	8
COC(=O)c1ccc(Oc2nc(NC(C)(C)C)nc(N3CCOCC3)n2)cc1	-1	-32	4	2.2	-8	-2	6	2	-1
Cc1ccc(NC(=O)c2c(C)nc3sc(C(=O)NC4CCCC4)c(N)c3c2-c2ccco2)c(C)c1	-3	-15	-4	-0.3	17	-64	6	4	-4
CC1CC(C)CN(CC(C)(C)NS(=O)(=O)c2ccccc2)C1 (configuration not stated)	3	0	-3	0.9	-35	-3	-9	5	0
CCN1CCN(CCCNc2ncnc3nc[nH]c23)CC1	1	-1	-9	0.6	-2	2	-9	6	4
Cn1c(SCc2nc3ccccc3[nH]2)nnc1-c1cccs1	-2	13	-10	-1.2	6	0	-11	5	-3
c1ccc(CC2CCN(Cc3ccccn3)CC2)cc1	-1	-11	1	0.0	8	0	-7	9	7
C1CCC2(CC1)OCC1(CO2)COC2(CCCCC2)OC1	-5	-6	-8	-2.4	-6	-1	-22	-2	3
Clc1cccc(Oc2ncc(CN3CCOCC3)s2)c1	0	-18	-7	-0.4	14	1	3	8	-1
CCS(=O)(=O)c1nc(S(=O)(=O)c2ccc(Cl)cc2)c(NCc2ccco2)s1	-3	-10	1	4.3	-2	3	17	3	7
C/C(=N\OCC(=O)Nc1ccccc1C(=O)O)c1cccs1	0	-2	-2	-1.5	-6	-2	-26	1	3
CC1CCCC(C)N1C(=O)CSc1nc(N)c(-c2ccccc2)c(=O)[nH]1 (configuration not stated)	-1	-22	-4	-0.3	-5	2	-10	6	2
O=C(Cn1ncc(Cl)c(Cl)c1=O)NCC1CCCCC1	-2	17	-7	-0.5	6	-2	8	-2	-4
CC(=O)c1cn(CC(=O)Nc2cccc(C)c2C)c2ccccc12	1	-28	-8	1.4	3	0	11	7	4
O=C(Nc1ccc(N2CCOCC2)cc1)c1ccc(S(=O)(=O)N2CCCCC2)cc1	-2	-6	1	1.3	5	0	0	-1	-1
Cc1ccc(C)c(NC(=O)C2CCCN2C(=O)NC2CCCCC2)c1 (configuration not stated)	-1	-16	-2	0.9	9	-1	-11	7	1
Cc1cc(CSc2nc(C)cc(=O)[nH]2)c2ncccc2c1	-1	-11	-4	2.2	11	-3	-7	6	11
COc1ccc(N=C2CC(C)(C)CC(=O)/C2=C(/O)c2ccccc2)cc1	-1	0	2	1.6	6	1	0	8	-1
Cc1ccc(NC(=O)C(OC(=O)c2ccc(NC(N)=O)cc2)c2ccccc2)cc1Cl (configuration not stated)	1	-17	-56	3.6	-7	-4	-2	5	10
C=CCn1c(CCNC(=O)c2ccccc2F)nnc1SCC(=O)Nc1ccc(OC)cc1	-4	14	-2	-1.1	24	2	-17	4	-5
CC(=O)Nc1ccccc1N(CC(O)Cn1c2ccccc2c2ccccc21)S(=O)(=O)c1ccc(C)cc1 (configuration not stated)	6	-3	-40	-5.0	-46	-5	-13	12	2
CCN(C(=S)Nc1ccccc1F)C1CCCCC1	-1	-9	-4	0.1	5	-1	0	5	-1
CCC(C)Sc1nc2c(c(=O)[nH]c(=O)n2C)n1C (configuration not stated)	2	-18	-3	1.7	-8	-2	5	6	1
CC(C)Oc1ccc(C2C(C(=O)c3ccco3)=C(O)C(=O)N2Cc2cccnc2)cc1 (configuration not stated)	-1	-8	-4	0.1	-9	1	6	3	3
CCc1cccc(CC)c1NC(=S)NCc1ccc2[nH]c(C)cc2c1	6	23	-5	0.1	-1	-1	6	9	-4
CCCCCOC(=O)c1c(N)n(CCOC)c2nc3ccccc3nc12	-1	-5	-3	2.2	-7	36	-5	7	8
COc1ccc(OCCCC(=O)Nc2nccs2)cc1	2	-16	-8	-0.5	8	2	1	-4	/
O=C(NC1CCCCC1)C1CCN(C(=O)c2ccc(-c3ccccc3)cc2)CC1	-7	-3	10	-3.0	4	0	5	1	7
O=c1c(=NNc2ccccc2Cl)c(=O)c2ccccc12	0	-1	-9	0.8	-1	-6	3	9	4
CN(C)S(=O)(=O)c1cc(C(=O)NCCCn2ccc3ccccc32)ccc1Cl	-1	-24	-9	-0.9	-23	-4	-18	6	2
CCCCCC(=O)OCCc1c(C)nc2nc[nH]n2c1=O	3	5	-10	-0.1	-8	0	2	3	3
NC1CCN(c2c(F)cc3c(=O)c(C(=O)O)cn(C4CC4)c3c2Cl)C1 (configuration not stated)	2	-1	1	-1.7	2	1	-3	-3	/
CCn1c(C2CCN(S(=O)(=O)c3ccc(OC)cc3)CC2)n[nH]c1=S	0	-16	-1	0.2	-5	4	-1	8	6
Cc1ccc(NC(=O)Cn2nnc3ccccc32)c(C)c1	0	-13	-1	0.4	-7	-1	-6	1	1
O=C(N/N=C\c1cccc(Cl)c1)c1ccc(Cn2cc(Br)c([N+](=O)[O-])n2)o1	-4	-26	-4	0.0	10	1	-8	5	2
COc1ccccc1S(=O)Cc1ccc(C(=O)NC2CCCC2)o1 (configuration not stated)	2	-2	-9	0.3	-3	5	-1	1	-5
CC(NC(=O)c1cccs1)C(c1cccs1)N1CCN(c2ccccc2)CC1 (configuration not stated)	-2	-5	0	0.1	-11	-1	15	1	-8
COc1ccc(NC(=S)NNC(=O)OC(C)(C)C)cc1OC	-4	-15	-5	1.5	7	2	-7	1	7
CCCCOc1ccc(-c2nnn(CC(=O)c3c[nH]c4ccccc34)n2)cc1	-3	-11	-9	-0.6	-5	/	1	1	4
CCOc1ccc(NC(=O)CCSc2ccc(C)cc2)cc1	1	-14	-10	0.4	10	1	-15	6	9
CCCCSC1=N/C(=C/c2ccsc2)C(=O)N1c1ccccc1	-3	-24	4	0.7	-7	1	-4	3	6
CCCCCCn1c(=O)c(F)cn(Cc2ccc(OC)c([N+](=O)[O-])c2)c1=O	-4	6	-8	2.9	-3	0	-5	4	7
CCOC(=O)Nc1nc(-c2ccccc2)c(C(=O)c2ccc(Cl)cc2)s1	73*	8	-11	-1.7	-37	1	-48	77*	40*
COc1cc(N/N=C(\C)c2ccc(N)cc2)nc(-c2ccccc2)n1	2	-14	-6	2.3	16	1	-4	8	0
Cc1ccc(NC(=O)COC(=O)C2CC2(Cl)Cl)cc1C (configuration not stated)	1	-3	-5	-0.2	-9	-2	8	4	-3
COc1ccccc1NC(=O)N1CCN(Cc2ccc3c(c2)OCO3)CC1	0	-1	-7	-1.9	-2	-1	5	0	/
COc1ccc(C(=O)N2c3ccccc3CC2C)cc1OC (configuration not stated)	-2	-6	1	2.5	22	0	10	7	0
Cc1onc(-c2c(Cl)cccc2Cl)c1C(=O)NCc1ccco1	2	-2	-6	-0.8	-18	0	2	0	1
Cc1nn(-c2ccccc2)c(Cl)c1C1C(C#N)=C(N)OC2=C1C(=O)CC(C)(C)C2 (configuration not stated)	-4	-8	-3	-1.1	10	1	12	5	3
O=[N+]([O-])c1cc(F)c(N2CCOCC2)cc1N1CCCCC1	-2	-18	4	1.1	24	-3	6	-1	-1
CC(Oc1ccccc1)C(=O)NNS(=O)(=O)c1ccc([N+](=O)[O-])cc1 (configuration not stated)	4	-29	-4	1.4	-17	-1	8	5	-1
CCCCOc1ccc(CSc2nc(C)[nH]c2[N+](=O)[O-])cc1[N+](=O)[O-]	0	-5	-7	1.1	16	-5	20	6	/
COc1ccc(CCNC(=O)c2ccc(CS(=O)(=O)c3ccc(Br)cc3)o2)cc1OC	5	-12	-8	4.2	5	-2	6	6	-6
COC(=O)c1sc(S(=O)(=O)N2CCN(c3ccc(OC)cc3)CC2)c(C(=O)OC)c1C	-2	9	2	-0.3	-24	2	5	3	6
C=CCNC(=S)NNC(=O)c1cc(C)nc2ccccc12	5	-4	-4	0.6	-29	1	-1	7	4
CCN(CC)S(=O)(=O)c1ccc(Cl)c(NC(=O)COc2ccc(OC)cc2)c1	-4	-16	-5	0.7	10	-2	16	2	2
(further entries)
SMILES	Ba/F3 V617F tox	S1P4 antag	RBBP9 inh	S1P4 ag	NPY-Y1 PAM-ag	Runt-CBFb FRET	NPY2 pot ag	BaF3 parental	NPY-Y1 antag
COc1cc(C(c2sc3nc(C)nn3c2O)N2CCN(c3ccccc3)CC2)cc(OC)c1OC (configuration not stated)	1	-26	-7	0.3	14	-1	-2	9	3
Cc1ccc(CNC(=O)[C@H](C)[C@H]2C[C@]2(C)[C@H](NC(=O)OCc2ccccc2)c2ccccc2)o1	0	20	-1	-2.3	23	-2	1	1	3
O=S(=O)(c1ccccc1)N1CCN(c2ncnc3sc(-c4ccccc4)cc23)CC1	-1	-13	0	-2.4	-6	-1	6	6	-6
COc1ccc(OCC(O)CNCc2ccco2)cc1 (configuration not stated)	0	-2	-6	1.0	2	-3	8	6	2
COc1ccc(F)c(CN2CCC(N3CCC(C(=O)N4CCOCC4)CC3)CC2)c1	-2	-26	-1	1.8	-7	-3	-1	-2	-2
CCCCc1ccc(CC2S/C(=C(\C#N)C(=O)N3CCOCC3)N(c3ccccc3)C2=O)cc1 (configuration not stated)	-1	-3	-2	-1.4	3	-8	6	4	-4
